D1 agonist = human D1 receptor agonism. P21728. HEK293 T-REx D1 cells, calcium flux, agonist mode. activation, % at 2 µM. 1% of 360,000 active. AID 504660; in the data active = activation above about 30%; note: 0% is about no effect
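Inducible HEK293 T-REx D1 cells, force-coupled to calcium signalling, were plated at 4000 cells/well with tetracycline and held overnight at 30 C. After no-wash calcium dye loading, compound-evoked calcium rise over 180 s flagged agonists.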
D1 PAM = enhances dopamine response at the human D1 receptor; HEK293 TREx D1 cells, calcium flux, dopamine EC20 potentiation; potentiation, % at 10 µM; 0.036% of 360,000 active; in the data active = potentiation above about 30%; note: 0% is about no effect
D2 potentiator = D2 dopamine receptor (human) potentiation | HEK293 T-REx D2, calcium flux, EC20 dopamine potentiation | potentiation, % at 10 µM | 0.34% of 340,000 active | AID 485347;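 active = potentiation over 3 SD above the plate norm, cut at about 30% in these data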; note: 0% is about no effect
Target sequence (P14416 whole entry, looked up): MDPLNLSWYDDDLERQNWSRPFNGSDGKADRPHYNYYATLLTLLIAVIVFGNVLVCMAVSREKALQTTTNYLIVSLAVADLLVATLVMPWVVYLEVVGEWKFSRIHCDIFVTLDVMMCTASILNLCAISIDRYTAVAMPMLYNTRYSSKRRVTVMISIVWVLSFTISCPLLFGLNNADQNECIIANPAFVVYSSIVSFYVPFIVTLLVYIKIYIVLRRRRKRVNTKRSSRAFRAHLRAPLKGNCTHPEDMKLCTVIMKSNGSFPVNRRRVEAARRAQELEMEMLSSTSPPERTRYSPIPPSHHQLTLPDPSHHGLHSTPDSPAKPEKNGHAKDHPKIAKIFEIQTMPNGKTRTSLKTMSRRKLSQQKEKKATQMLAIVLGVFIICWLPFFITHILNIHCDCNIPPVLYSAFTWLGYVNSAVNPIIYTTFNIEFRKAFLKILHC
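Using a no-wash calcium dye in inducible, force-coupled HEK293 Trex cells expressing D2, we tracked fluorescence each second for 180 s after compound, then for 180 s after EC20 dopamine to detect augmented signalling.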
RXFP1 ag = agonists of human relaxin receptor RXFP1; Q9HBX9; 0.3% of 370,000 active; Potency, µM (doses to about 57.5 µM), inactives show at the top dose activation, most hits filed as activators; AID 2676; HEK293T-RXFP1 cAMP TR-FRET, 30 min; response scale: percent of porcine relaxin response, buffer zero; note: potency is the fitted concentration of half-maximal effect; % is set by controls: 0 for no effect and ±100 for the full control effect; nearly all actives have a fitted effect of over 60% in size; many of its hits are not listed in these tables
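HEK293 cells stably expressing RXFP1, treated 30 min at 37C with compounds plus PDE4 inhibitor Ro 20174; cAMP measured by HTRF TR-FRET. Normalized to buffer and 29 nM porcine relaxin; EC50 by Hill fit.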
LDHA block = LDHA (human) enzyme inhibition | purified LDHA, NADH/diaphorase-resazurin fluorescence; hits give low values | activity change, % (values are at about 110 or 230 µM) | P00338 | 0.15% of 480,000 active; in the data active = activity change below about -30%; inconclusive = mostly about -25% to -30%;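 note: plate controls were DMSO wells for no effect and wells without enzyme for full effect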
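Human LDH5 (2 nM) was incubated with 0.06 mM NADH and 0.2 mM pyruvate for 5 min at room temperature in Tris pH 7.4. Remaining NADH was coupled through diaphorase/resazurin, and resorufin fluorescence was read at 0 and 20 min.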
Vif-APOBEC3G blk = inhibitors of Vif-APOBEC3G interaction | Potency, µM (top dose mostly 46.1 µM), inactives show at the top dose activity, negative = active, usual class: inhibitors | HeLa A3G-eYFP + Vif (tagged APOBEC3G with the HIV-1 protein that degrades it), YFP fluorescence, overnight | 0.076% of 410,000 active | Q9HC16 | AID 602310;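 note: potency is the fitted concentration of half-maximal effect; % is set by controls: 0 for no effect and ±100 for the full control effect; nearly all actives have a fitted effect of over 60% in size; hits raise eYFP signal because A3G escapes Vif-driven loss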
Target sequence (Q9HC16 whole entry, looked up): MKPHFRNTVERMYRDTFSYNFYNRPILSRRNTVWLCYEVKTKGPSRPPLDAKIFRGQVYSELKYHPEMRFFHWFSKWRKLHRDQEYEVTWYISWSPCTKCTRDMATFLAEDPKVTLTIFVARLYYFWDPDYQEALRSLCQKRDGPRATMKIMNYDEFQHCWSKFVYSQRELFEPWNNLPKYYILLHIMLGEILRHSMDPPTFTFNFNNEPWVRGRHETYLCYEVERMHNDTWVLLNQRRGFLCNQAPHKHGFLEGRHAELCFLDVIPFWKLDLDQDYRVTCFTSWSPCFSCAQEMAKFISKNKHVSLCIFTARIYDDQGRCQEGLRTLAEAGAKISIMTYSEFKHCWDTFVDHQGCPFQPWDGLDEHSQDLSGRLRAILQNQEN
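HeLa cells stably expressing Vif and C-terminally eYFP-tagged A3G, seeded overnight at 37 deg C, then exposed to compound by pintool overnight at 37 deg C. Rise in yellow fluorescence (Ex 488/Em 500-530, Acumen) marks blocked Vif-driven A3G degradation.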
Vif-A3F inh = inhibitors of Vif-A3F interaction | HeLa A3F-eYFP + Vif (tagged APOBEC3F with the HIV-1 protein that degrades it), YFP fluorescence increase | Potency, µM (series often up to 46.1 µM), for the others: top-dose activity, negative = active | AID 602313 | 0.2% of 390,000 active; note: potency is the fitted concentration of half-maximal effect; % of control where 0% means no effect; nearly all actives have a fitted effect of over 65% in size
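HeLa cells stably expressing Vif plus C-terminally eYFP-tagged A3F were seeded, incubated overnight at 37 deg C, dosed with compound, incubated overnight again at 37 deg C. Yellow fluorescence (Ex 488/Em 500-530) reported blocked Vif-mediated A3F-eYFP degradation.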
D1 antagonist = human D1 dopamine receptor antagonism; P21728; activity change, negative = inhibition, % at 10 µM; HEK293 TREx D1 cells, calcium flux, dopamine EC80; hits give low values; 3.2% of 360,000 active; in the data active = activity change below about -30%; note: % is set by controls: 0 for no effect and ±100 for the full control effect
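Using tetracycline-induced force-coupled D1 Hek293 cells and a calcium dye, signals were followed for 180 s after compound, then for 180 s after EC80 dopamine, to detect inhibitors.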
Glioma ERSR ind = inducers of ER stress response in human glioma cells | U87-MG GRP78 promoter luciferase reporter, 16 h | Potency, µM, without a hit: at the top dose activation, actives largely listed as activators | 0.02% of 420,000 active; note: potency is the fitted concentration of half-maximal effect; series mostly up to about 76 µM; % of control where 0% means no effect; nearly all actives have a fitted effect of over 35% in size
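ERSR induction read as luciferase luminescence (Bright-Glo, 10 min at room temperature) in stably transfected human U87-MG glioma cells exposed to compounds for 16 h, using GRP78 as sensor.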
An asterisk follows results filed as active; u = inconclusive; x = no result given; & = joins results of further samples. Unless noted, calls come from the whole dose curve; as a rule, active = well fitted curve in the direction sought with a large enough effect; inconclusive = small, poorly fitted or top-dose-only effect, or another doubt; inactive = no such curve, though single readings can be large; an effect the other way counts as inactive or inconclusive. The list is partial; count on the stated rates, not on these rows.

SMILES	D1 agonist	D1 PAM	D2 potentiator	RXFP1 ag	LDHA block	Vif-APOBEC3G blk	Vif-A3F inh	D1 antagonist	Glioma ERSR ind
COC(=O)c1cc(NC(=O)c2cc(-c3ccc(OC)cc3)oc2C(F)(F)F)ccc1N1CCOCC1	4	-5	6	0.3%	-13	-1%	4%	-12	-2%
O=C(Nc1ccccc1Br)C1CCC(=O)N1Cc1ccccc1Cl (stereo not given)	6	1	10	1.6%	-16	1%	2%	6	-2%
CCCc1cc2c(c(NC(C)=O)n1)c(=O)oc1ccccc12	1	-3	x	2.4%	-4	1%	2%	4	-3%
CCCOC1CCCN(C(=O)c2ccc(OC)c(OC3CCN(C(C)C)CC3)c2)C1 (stereo not given)	1	0	3	-0.1%	-2	1%	-13%	-3	9%
CC(=O)NCCCc1nc2ccccc2n1Cc1ccc(C)cc1	-1	0	-5	0.8%	0	4%	-1%	-1	0%
COc1cccc(NC(=O)COC(=O)c2ccc3c(c2)OCO3)c1	5	-4	9	-0.1%	3	-1%	3%	8	-2%
COc1ccc(OCC(=O)Nc2ccc(N3CCC(C)CC3)cc2)cc1	2	-2	-14	1.5%	-9	-11%	1%	-33*	-3%
CCN1CCc2c(sc(NC(=O)CN3C(=O)c4ccccc4C3=O)c2C(N)=O)C1	0	-6	-10	3.3%	-4	0%	3%	7	-2%
Cc1ccc(C)c(N2CCN(CCCNC(=O)Cn3ncc4c5ccccc5n(C)c4c3=O)CC2)c1	11	-3	-9	2.1%	-8	0%	0%	9	-3%
O=C(Nc1cccc(Cl)c1)C1CCN(C(=O)c2cccs2)CC1	2	-11	-11	-1.7%	-4	-1%	-17%	2	-3%
COc1ccccc1N1CCN(C(=O)CNS(=O)(=O)c2ccc(Br)s2)CC1	4&0	-12&3	-10&0	0.6%&4.5%	-2&2	-3%&1%	10%&-1%	-1&6	-3%&-1%
CN(C)C(=N)c1n[nH]nc1SCc1ccccc1	3	-12	4	0.0%	-17	0%	-1%	-6	0%

Complete entries, quoted from the list. Values in the order: D1 agonist	D1 PAM	D2 potentiator	RXFP1 ag	LDHA block	Vif-APOBEC3G blk	Vif-A3F inh	D1 antagonist	Glioma ERSR ind
CN(C)C(=N)c1n[nH]nc1SCc1ccccc1 as listed: 3	-12	4	0.0%	-17	0%	-1%	-6	0%
O=C(Nc1ccccc1Br)C1CCC(=O)N1Cc1ccccc1Cl (stereo not given) as listed: 6	1	10	1.6%	-16	1%	2%	6	-2%
O=C(Nc1cccc(Cl)c1)C1CCN(C(=O)c2cccs2)CC1 as listed: 2	-11	-11	-1.7%	-4	-1%	-17%	2	-3%
COc1ccccc1N1CCN(C(=O)CNS(=O)(=O)c2ccc(Br)s2)CC1 as listed: 4&0	-12&3	-10&0	0.6%&4.5%	-2&2	-3%&1%	10%&-1%	-1&6	-3%&-1%
COc1cccc(NC(=O)COC(=O)c2ccc3c(c2)OCO3)c1 as listed: 5	-4	9	-0.1%	3	-1%	3%	8	-2%

Further compounds.
SMILES	D1 agonist	D1 PAM	D2 potentiator	RXFP1 ag	LDHA block	Vif-APOBEC3G blk	Vif-A3F inh	D1 antagonist	Glioma ERSR ind
CC1CCCN(S(=O)(=O)c2ccc(NC(=O)Cn3nnc(-c4ccccc4F)n3)cc2)C1 (stereo not given)	4	1	x	0.4%	2	-7%	-13%	13	-2%
Cc1ccc(NC(=O)COC(=O)Cn2ccc(=O)[nH]c2=O)cc1C	x	x	x	x	-3	-4%	-17%	x	-4%
COc1ccc(-c2[nH]ncc2CN(C)Cc2ccccn2)c(OC)c1	2	-3	14	-2.1%	7	-7%	-18%	9	-3%
O=C(N1CCN(Cc2ccc3c(c2)OCO3)CC1)C12CC3CC(CC(C3)C1)C2	0	8	-12	0.7%	2	3%	-4%	13	1%
Cc1ccc2nc(C(F)C(F)(F)F)[nH]c2c1 (stereo not given)	-1	-2	-5	1.2%	1	1%	12%	2	3%
CCOC(=O)CSc1nc2c(sc(=S)n2CCc2ccccc2)c(=O)n1Cc1ccco1	5	1	3	0.0%	-10	4%	-2%	-5	-3%
COc1ccc(CC(=O)OCC(=O)Nc2ccc(Br)cc2)cc1	5	-3	-21	-0.1%	-5	1%	2%	-10	-4%
Cc1ccc(C(=O)OCC(=O)NNC(=O)c2cccs2)c(O)c1	2	0	-2	1.6%	-8	0%	-18%	3	7%
CCOc1ccc(CCNC(=O)c2ccc(OCc3c(C)noc3C)cc2)cc1OCC	3	-3	12	0.8%	-5	0%	2%	10	-3%
Cc1c(Cl)cccc1Nc1nc(N)nc(CN2CCCCCC2)n1	-1	9	4	3.5%	-4	1%	-3%	19	-6%
COc1ccc(OCC(=O)NC2CCCN(Cc3ccc(Cl)cc3)C2)cc1 (stereo not given)	5	-6	-5	-0.5%	1	1%	0%	-2	-1%
Cc1nc2nc(-c3ccco3)[nH]n2c(=O)c1Cc1ccccc1	0	-6	x	1.7%	-7	-6%	1%	1	5%

Exported with two lines to a compound: entries from further up
The line under a structure holds: D1 agonist	D1 PAM	D2 potentiator	RXFP1 ag	LDHA block	Vif-APOBEC3G blk	Vif-A3F inh	D1 antagonist	Glioma ERSR ind
CC1CCCN(S(=O)(=O)c2ccc(NC(=O)Cn3nnc(-c4ccccc4F)n3)cc2)C1 (stereo not given)
→ 4	1	x	0.4%	2	-7%	-13%	13	-2%
Cc1ccc(C(=O)OCC(=O)NNC(=O)c2cccs2)c(O)c1
→ 2	0	-2	1.6%	-8	0%	-18%	3	7%

A draw from above in order of SMILES length, rising:
SMILES	D1 agonist	D1 PAM	D2 potentiator	RXFP1 ag	LDHA block	Vif-APOBEC3G blk	Vif-A3F inh	D1 antagonist	Glioma ERSR ind
Cc1ccc(NC(=O)COC(=O)Cn2ccc(=O)[nH]c2=O)cc1C	x	x	x	x	-3	-4%	-17%	x	-4%
CCOc1ccc(CCNC(=O)c2ccc(OCc3c(C)noc3C)cc2)cc1OCC	3	-3	12	0.8%	-5	0%	2%	10	-3%
O=C(N1CCN(Cc2ccc3c(c2)OCO3)CC1)C12CC3CC(CC(C3)C1)C2	0	8	-12	0.7%	2	3%	-4%	13	1%

(listing goes on)
SMILES	D1 agonist	D1 PAM	D2 potentiator	RXFP1 ag	LDHA block	Vif-APOBEC3G blk	Vif-A3F inh	D1 antagonist	Glioma ERSR ind
c1ccc2oc(-c3ccn[nH]3)cc2c1	2	1	-1	-1.2%	-10	-1%	-1%	41	5%
CSc1ccccc1-c1nnc(-c2ccc(Cl)c(Cl)c2)o1	4	-1	-5	1.0%	-2	-1%	2%	-11	2%
O=C(Nc1sc2c(c1C(=O)Nc1cccc(Cl)c1)CCCC2)c1cccs1	2	4	-9	-0.1%	-5	-3%	-7%	-21	-2%
Cc1ccccc1C(=O)NC(=S)Nc1ccccc1C(=O)O	0	-5	4	0.8%	-6	2%	4%	-10	-1%
COc1ccc(N(C)C(=O)C2CCN(S(=O)(=O)c3cccc4nonc34)CC2)c(OC)c1	-4	-5	2	1.7%	-2	0%	5%	-2	-6%
Cc1c(/C=C/C(=O)c2ccc(Cl)s2)cnn1C	0	-1	-6	1.2%	-6	-2%	1%	-3	-3%
N/C(=N\OC(=O)COc1ccc2ccccc2c1Br)c1ccccn1	9	-4	-1	16µM*	0	-1%	-7%	x	5%
CC(C)CCNC(=O)c1cc(-c2cccnc2)nc2ccc(S(=O)(=O)N3CCC(C)CC3)cc12	2	1	8	u	0	2%	1%	-19	-3%
CCN(CC)C(=S)NC(=O)Cc1ccccc1	1	-1	2	2.4%	-4	-7%	0%	2	-1%
COc1ccccc1NC(=O)CNS(=O)(=O)c1ccccc1	4	-16	-2	0.1%	-1	0%	0%	-8	-3%
COCCN(C(=O)c1ccc(N(C)S(=O)(=O)c2ccc(C)cc2)cc1)c1c(N)n(CC(C)C)c(=O)[nH]c1=O	x	x	x	x	-4	-2%	-28%	x	-4%
COc1ccccc1C(=O)NC(=O)COC(=O)Cc1n[nH]c(=O)c2ccccc12	4	-5	5	-0.4%	0	-3%	u	-2	4%
O=C(N/N=C/c1cccc(O)c1)c1ccc(COc2cccc3cccnc23)cc1	0	2	3	-1.7%	-1	0%	-9%	-5	-3%
Cc1ccc(NC(=O)Cn2nnc(C(=O)NCc3cccs3)c2N)cc1Cl	3&1	2&-4	5&4	1.3%&1.0%	-3&-7	-5%&-8%	-4%&-11%	2&-18	-5%&-2%
COc1cc(-c2nc(-c3ccc(NC(=O)c4ccc5c(c4)OCO5)cc3)no2)cc(OC)c1OC	6	-4	11	19%	-11	-7%	1%	9	-1%
O=[N+]([O-])c1ccc(-c2cn3nc(-c4ccccc4)c(-c4ccccc4)nc3n2)cc1	10	1	11	9.2%	-4	-1%	u	-19	0%
COc1ccc(NC(=O)C2CC2)cc1NS(=O)(=O)c1ccc(F)cc1	1	-3	12	-0.2%	2	1%	1%	-13	-2%
NC1=NN=C(c2ccc3c(c2)OCCO3)CS1	-1	-8	-1	1.9%	-8	-3%	-9%	-8	-14%
CC(=O)Nc1ccc(NS(=O)(=O)c2ccc(Cl)s2)cc1	2&2	5&-1	8&-10	-0.7%&-0.5%	2&2	-10%&-2%	1%&-1%	-9&3	-1%&-2%
Cc1c(C(C)C[C@H](C)O)oc(=O)c2c1Oc1c(C)c(C(C)C[C@H](C)O)oc(=O)c1C2 (stereo not given in full)	-1	4	12	0.6%	-1	0%	-1%	7	2%
Cc1c(C(=O)OCC(=O)c2ccc3c(c2)OCCO3)oc2ccccc12	0	3	-1	1.1%	2	-5%	x	29	1%
CC(C)N1C(=O)C(=O)N(CC(=O)N2c3ccccc3CC2C)C1=O (stereo not given)	x	x	x	x	2	0%	-2%	x	-1%
CCN(CC)CCNC(=O)c1c(C)oc2cc(Br)c(OC)cc12	9	-3	-21	-0.7%	3	3%	-2%	-9	-2%
N#Cc1cnn2ccn(C3OC(CO)C(O)C3O)c12 (stereo not given)	3	-8	-5	2.1%	-3	0%	1%	17	-3%

Screens deposited in PubChem BioAssay by National Center for Advancing Translational Sciences (NCATS).
